Myeloid diff 2: compounds promoting myeloid differentiation. 1% of 360,000 active. calls only at 10 µM. ER-HoxA9 myeloid progenitors, lysozyme-GFP differentiation, flow cytometry;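 active = normalized GFP-positive differentiation at or above the plate's own cutoff, the solvent-only control mean plus 3 SD; inconclusive = no clear call, values can overlap the other calls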;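 note: cells exposed to compound for four days before flow analysis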
Lipid droplet: modulators of hepatic lipid droplet formation; 0.4% of 240,000 active; AML12 mouse hepatocytes, oleate lipid droplets, BODIPY imaging; inhibition, % at 6.5 µM;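 active = lipid droplet intensity inhibited by at least 50%, with more than 500 cells counted; inconclusive = wells with under 300 cells, treated as cytotoxic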
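Test system: AML12 mouse liver cells; schedule: overnight exposure; technique: high-content imaging of BODIPY-stained droplets and DAPI nuclei; read-out: % inhibition of corrected integrated BODIPY droplet signal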
M1AAP inhibition: P. falciparum M1AAP inhibitors, biochemical, fluorogenic H-Leu-NHMec substrate, 1536-well (AID 1445); recombinant M1AAP, H-Leu-NHMec fluorogenic kinetic assay; higher % means a stronger effect; one-dose inhibition, % at 30 µM; IC50 in µM for titrated hits; 0.42% of 220,000 active;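 active = primary inhibition above the hit cutoff, then over 50% inhibition at one or more dose response concentrations, cut at about 23% in these data, passing the limit was not always enough; inconclusive = conflicting primary data, or primary hits not chosen for dose response; inactive = low primary inhibition, or under 50% at every dose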;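 note: plate controls were DMSO full reaction for no effect and no enzyme background for full effect; strong numbers were not always called active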
CSM14.1 death rescue: protection against thapsigargin-triggered cell killing – 384-well, CSM14.1, ATP luminescence, primary screen (AID 1222) | CSM14.1 thapsigargin-induced death rescue, ATP luminescence; higher % means a stronger effect | cellular ATP content (survival), % at 20 µM; hits with a dose series show EC50 in µM | 190,000 tested, under 10 active;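 active = EC50 below 50 µM in the dose-response confirmation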;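 note: death triggered by thapsigargin at about 15 µM added after 2 h compound pretreatment; cell ATP read after overnight thapsigargin exposure of roughly 18 to 22 hours; normalized against plate controls of thapsigargin alone and 5% DMSO vehicle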
TNAP activators: human TNAP enzyme activators, primary screen, biochemical, luminescent, no phosphate acceptor, uHTS (AID 1001); purified TNAP, luminescent activation assay, no phosphate acceptor; higher activation fold means a stronger effect; activation fold at 20 µM, or EC50 in µM where a hit was titrated; 0.03% of 200,000 active; in the data active = activation fold from about 3, or a potency from the dose series; inactive = the rest, 99 in 100 with activation fold below about 1.6; note: many of its hits are not listed in these tables
PMI inhibitors: inhibitors of human PMI, primary screen, biochemical, fluorescence intensity, coupled assay (AID 1209); purified PMI enzyme, coupled fluorescence intensity; higher % means a stronger effect; one-dose inhibition, % at 20 µM; IC50 in µM for titrated hits; 0.42% of 190,000 active;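 note: plate controls were DMSO vehicle for no effect and wells lacking substrate for full effect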
PMI inhibition: MPI inhibition at elevated mannose 6-phosphate – biochemical, fluorescence intensity, high mannose 6-phosphate, primary screen (AID 1220). recombinant PMI enzyme, coupled fluorescence intensity; higher % means a stronger effect. inhibition, % at 20 µM; hits with a dose series show IC50 in µM. 0.66% of 190,000 active
WT yeast gro inh: growth inhibition of WT yeast, mitochondrial fusion screen; mitochondrial fusion phenotypic screen, WT strain; inhibition, % at 10 µM; 2.1% of 190,000 active; AID 1362; in the data active = inhibition above about 58%; tested in S. cerevisiae
K1F lysis inhibition: inhibition of K1F phage lysis, E. coli UTI89, bacterial capsule biogenesis inhibitors, alamar blue (AID 488966); inhibition, % at 100 µM, or IC50 in µM where a hit was titrated; 0.02% of 340,000 active; E. coli UTI89 K1F phage lysis, alamar blue, 2 h; higher % means a stronger effect;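 active = phage lysis inhibition, versus mean bacterial control, above a set limit; inconclusive = no clear call, values can overlap the other calls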;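 note: capsule biogenesis inhibitors block K1F phage lysis so surviving cells raise fluorescence; higher fluorescence means more inhibition of phage lysis; actives were called in the ten point dose series up to 300 µM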
WT yeast gro inh mutant strain: second read-out of WT yeast gro inh, no call of its own (marks repeat the call); inhibition, %; mitochondrial fusion phenotypic screen, mutant strain inhibition
Lipid droplet cells 6.5 µM: recorded beside Lipid droplet, whose call it bears; cell count; measured here: cell count, cytotoxicity flag;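 cells counted across two imaged fields per well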
Myeloid diff 2 GFP+ MAC1+ %: recorded beside Myeloid diff 2, whose call it bears; GFP+ MAC1+ double positive, %; measured here: differentiation confirmed by MAC1 staining
* marks the source's active call; other numbers are inactive results; i = inactive; ? = inconclusive; / = not tested or not shown; + = active, no number; [ ] = dose if it differs, or a comment. Cut-off read from the data, not from the text of the source, unless noted: active = inhibition above about 50%; inactive = the rest. This is a random part of the collection; 4.6% or so of the library scored in one or more.

SMILES,Myeloid diff 2,Myeloid diff 2 GFP+ MAC1+ %,Lipid droplet,Lipid droplet cells 6.5 µM,M1AAP inhibition,CSM14.1 death rescue,TNAP activators,PMI inhibitors,PMI inhibition,WT yeast gro inh,WT yeast gro inh mutant strain,K1F lysis inhibition
O=C(CCSc1ccc(Br)cc1)Nc1cccnc1,i,0.7,-6,716,0%,0.2%,1.1,-13%,-4%,0,19,-0.3%
COCCCNC(=S)NC(=O)c1ccc([N+](=O)[O-])cc1,i,0.3,-1,678,5%,-0.1%,1.1,9%,14%,-10,-5,7.2%
CC(C)(C)c1ccc(OCCNC(=S)Nc2ccccc2)cc1,i,0.4,20,668,-3%,-1.9%,1.2,2%,-2%,82*,48*,0.0%
Cc1ccc(Cn2ccc(NC(=O)c3cc(-c4ccc(Br)cc4)on3)n2)cc1,i,1.6,/,/,3%,-0.2%,1.2,4%,5%,-44,-32,2.2%
CN(Cc1cnccn1)Cc1c(C(=O)N2CCc3ccccc3C2)nc2ccc(Cl)cn12,i,0.1,-4,589,1%,-0.9%,1,/,/,5,-7,0.0%
COc1ccccc1N1CCN(C(=O)CSc2ccccc2)CC1,i,0.7,-3,803,-2%,-1.0%,1.1,3%,-1%,-11,-6,0.1%
COc1ccc(/C(O)=C2/C(=O)C(=O)N(c3ccccn3)C2c2ccc(OC)c(OC)c2)cc1 (stereo unspecified),i,0.8,6,707,6%,/,/,/,/,/,/,-1.7%
O=C1CSC2(N1)C1CC3CC(C1)CC2C3 (stereo unspecified),i,0.2,4,706,10%,/,/,/,/,/,/,1.1%
COc1cc(/C=C(\C#N)C(=O)Nc2ccccc2C(=O)O)cc(Cl)c1OC,i,0.0,-3,669,?,-1.5%,1,-38%,-23%,-1,9,0.5%
CC1CC(C)CN(C(=S)SCc2nc(N)nc(Nc3ccccc3)n2)C1 (stereo unspecified),i,0.9,-43,777,7%,/,/,/,/,/,/,-1.1%
O=C(Nc1ncc(Cc2ccccc2Cl)s1)C1CCCO1 (stereo unspecified),i,1.1,-8,721,5%,-2.4%,1,11%,16%,-2,9,0.0%
Oc1ccc2ccccc2c1/C=N/c1nccs1,i,2.9,/,/,5%,-2.1%,1.1,40%,62%*,16,-2,0.7%
CC1CCC2(CC1)NC(=O)N(NC(=O)CCl)C2=O (stereo unspecified),i,0.1,2,676,-2%,-0.5%,1.1,-19%,-10%,-17,-4,-0.7%
COc1ccc(S(=O)(=O)N2CCN(C3Cc4ccccc4C3)CC2)cc1,i,0.5,11,540,1%,-2.4%,1.1,12%,12%,-2,9,4.0%
NC1=C(c2ccc(F)cc2)C(=O)CS1,i,0.7,/,/,0%,-1.2%,1.1,-14%,9%,10,0,0.5%
CCN(CC)S(=O)(=O)c1ccc(O)c(C(=O)OCC(=O)N(C)Cc2ccccc2)c1,i,0.2,/,/,11%,1.5%,1.1,2%,7%,0,8,0.1%
Cc1cccc(NC(=S)NC2CC3CCCC(C2)N3Cc2cccs2)c1 (stereo unspecified),i,2.9,/,/,2%,-0.8%,1.4,5%,-2%,-1,2,0.6%
CCC(CC)C(=O)OCC(=O)Nc1cccc(S(=O)(=O)N(C)c2ccccc2)c1,i,0.2,-3,677,16%,-0.9%,1.1,7%,8%,-1,24,/
O=C(/C=C\c1ccccc1[N+](=O)[O-])Nc1ccccc1,i,0.8,13,720,1%,0.8%,1.1,-10%,-2%,10,21,0.3%
O=C(Nc1ccc(N2CCOCC2)cc1)C1CC(=O)N(c2ccc(Cl)cc2)C1 (stereo unspecified),i,0.6,2,663,2%,0.1%,1.1,-12%,5%,-10,9,-0.1%
CCc1ccc(N2CC(C(=O)OCC(=O)NC3CCS(=O)(=O)C3)CC2=O)cc1 (stereo unspecified),i,1.0,6,704,6%,1.3%,1.1,9%,10%,-7,0,0.5%
CCNc1nc2c(c(=O)[nH]c(=O)n2C)n1Cc1ccc(F)cc1,i,2.8,-26,651,-1%,/,0.9,9%,6%,6,-7,0.1%
O=C(Cc1ccc(Cl)cc1)Nc1ccccc1N1CCOCC1,i,0.7,/,/,2%,-0.6%,1,-10%,-12%,2,-1,-0.4%
Clc1ccccc1Cn1nnc2c(NCCN3CCOCC3)ncnc21,i,5.2,-2,634,0%,0.7%,1.1,4%,6%,13,37,3.1%
Nc1nc2n(n1)C(c1ccco1)CC(c1ccc(Cl)c(Cl)c1)N2 (stereo unspecified),i,1.0,/,/,22%,-1.2%,1,15%,17%,-6,5,-0.6%
Cc1ccc2c(c1)C1C=CCC1C(C(=O)O)N2 (stereo unspecified),/,/,38,735,19%,-2.3%,0.9,-48%,-84%,3,-4,/
Cn1nc(-c2ccc(Cl)cc2)c2cc(C(=O)NCCCN3CCCC3)sc21,+,12*,/,/,10%,-0.7%,1.1,1%,0%,17,9,-8.6%
O=C1/C(=C2/NCCN2C2CC(=O)N(c3ccccc3)C2=O)CC/C1=C\c1ccccc1 (stereo unspecified),i,0.3,-6,654,7%,/,1,3%,4%,-10,-4,0.1%
C[n+]1c(/C=C/c2ccc3c(c2)OCO3)ccc2ccccc21,i,1.1,19,773,?,1.6%,1.1,21%,1%,19,11,0.6%
O=C(CN1C(=O)c2ccccc2C1=O)Nc1ccccc1C(=O)NC1CCCCC1,i,4.2,1,769,1%,-0.9%,1,6%,0%,2,5,0.2%
Cc1ccc(S(=O)(=O)N2CCN(CC(O)c3ccccc3)CC2)cc1 (stereo unspecified),i,0.0,-4,674,7%,-0.9%,1,-3%,-4%,-11,-9,0.2%
C=C(C)CC1(NC(C)c2ccccc2)CCCCC1 (stereo unspecified),i,0.9,-1,566,-2%,-0.5%,1.1,-14%,-7%,12,6,0.9%[50 µM]
Cc1ccc(C)c(C(=O)CC2(O)C(=O)Nc3ccccc32)c1 (stereo unspecified),i,0.9,0,699,-1%,/,0.7,4%,-5%,7,23,0.5%
COC(=O)C1=C(C)NC(=O)/C1=C\c1cc(C)n(-c2ccccc2F)c1C,i,0.3,3,713,2%,2.4%,0.9,-56%,-51%,9,-8,0.2%
CCn1c(N2CCN(S(=O)(=O)c3ccc(F)cc3)CC2)nc2ccccc21,i,0.8,9,704,2%,1.6%,1.1,1%,-6%,0,-6,2.4%
CC1CCCC(C)N1/N=C/c1ccc(N(C)C)cc1 (stereo unspecified),i,0.6,-27,661,9%,0.3%,1,6%,12%,-1,-16,0.7%
Cc1ccc2c(c1)NC(=O)C(CC(=O)NCCCN1CCc3ccccc3C1)O2 (stereo unspecified),i,1.2,/,/,1%,0.2%,1,-4%,2%,-2,-2,8.0%
Brc1ccc(Oc2nsnc2N2CCOCC2)cc1,/,/,/,/,3%,-2.3%,1.1,-15%,-8%,15,13,-0.3%
CCOc1ccc(NC(=O)C2CCCN(S(=O)(=O)c3c(C)n[nH]c3C)C2)cc1 (stereo unspecified),i,2.1,5,690,0%,-2.6%,0.7,11%,5%,-4,-9,-0.3%
CC1CCC(NC(=O)c2ccc(N3CCCC3=O)cc2)CC1 (stereo unspecified),i,9.7,/,/,3%,-1.8%,1.1,0%,-1%,-22,16,-1.0%
CCC(=O)N1CCNC(=O)C1CC(=O)Nc1ccc(C)c(Cl)c1 (stereo unspecified),i,1.9,6,638,4%,-2.4%,1.1,22%,19%,6,11,0.4%
O=[N+]([O-])c1cc(O)c2ncccc2c1,/,/,15,748,-21%,-1.1%,1,22%,48%,21,-15,/
NC(=O)CSc1nnc(NC(=O)c2cccc(S(=O)(=O)N3CCCCC3)c2)s1,i,0.1,4,720,14%,1.2%,1,-25%,-11%,-14,16,-0.2%
Cc1nc2c(C#N)c(-c3ccc(Cl)cc3)ccn2n1,i,0.5,-8,598,0%,2.0%,1.1,-3%,7%,8,2,0.2%
O=C(NCCc1ccccc1)c1ccc(NC2=NC3CS(=O)(=O)CC3S2)cc1 (stereo unspecified),i,1.1,/,/,2%,-0.3%,1.1,3%,-5%,-4,-9,1.6%
Cc1ccc(C(=O)N2CCCC2)cc1S(=O)(=O)Nc1cccc(C)c1C,i,0.3,-4,633,0%,-1.1%,1.1,4%,-2%,-1,4,2.6%
CC(=O)c1cc2c(cc1NC(=O)CN1CCCCCCC1)OCO2,i,1.2,7,701,7%,-1.1%,1,13%,4%,-3,-3,-0.1%
COC(=O)C1=C(C(=O)OC)[C@@H]2N(Cc3ccccc3)c3ccccc3[C@@]23C[C@@H](C(=O)OC)N=C3N1,i,1.8,-27,707,7%,/,/,/,/,/,/,0.6%
CCOC(=O)CC1ON(C)C(=O)N1c1ccc(Cl)cc1Cl (stereo unspecified),i,0.4,1,748,-2%,0.4%,1,10%,-1%,1,6,-0.1%
Cc1cc(S(=O)(=O)Nc2cccc(O)c2)c(C)s1,i,1.1,/,/,-2%,-0.8%,1.1,7%,10%,-19,-13,1.2%
O=S(=O)(NCC(c1ccco1)N1CCN(c2ccc(F)cc2)CC1)c1ccc2c(c1)OCCO2 (stereo unspecified),i,1.1,-34,545,3%,-2.0%,1.1,16%,8%,21,9,-0.1%[50 µM]
COc1ccc(F)cc1C(=O)C1CCCN(Cc2c[nH]c3ccccc23)C1 (stereo unspecified),i,0.6,-3,701,-2%,-1.4%,1.1,-3%,-7%,15,9,0.3%
CCCCOC(=O)/C(=C\c1ccc([N+](=O)[O-])o1)NC(=O)c1ccccc1,i,0.7,-10,769,8%,-0.3%,1,-26%,-24%,-14,-3,2.0%
O=C(NCCC(c1ccccc1)c1ccco1)c1cccs1 (stereo unspecified),i,0.7,-22,679,7%,1.0%,1.1,-5%,14%,6,-19,0.6%
